Source: PubChem BioAssay (several laboratories)
Thrombin inh = thrombin (human) inhibition. P00734. alpha-thrombin, Boc-VPR-AMC fluorogenic substrate cleavage. inhibition, % at 5 µM. 220,000 tested, 0.26% active;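 active = inhibition at or above 40%; inactive = inhibition below 40%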;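 also: 0% = enzyme with no compound and 100% = wells without enzyme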
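Test system: human alpha-thrombin; medium: pH 7.5 Tris-saline with Tween 20; times: reaction at room temperature; signal: AMC fluorescence at 355 nm excitation and 460 nm emission; also added: Boc-VPR-AMC substrate, 15 µM final; dosing: one concentration per compound, 5 µM, with 0.2% DMSO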
KLK5 inh = inhibitors of human kallikrein 5; 210,000 tested, 0.59% active; Q9Y337; inhibition, % at 5 µM; recombinant hK5, fluorogenic AMC substrate cleavage;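 active = inhibition of 40% or more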;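 also: 0% = enzyme controls without compound and 100% = no-enzyme blanks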
Target sequence (Q9Y337 67-293 limits assumed): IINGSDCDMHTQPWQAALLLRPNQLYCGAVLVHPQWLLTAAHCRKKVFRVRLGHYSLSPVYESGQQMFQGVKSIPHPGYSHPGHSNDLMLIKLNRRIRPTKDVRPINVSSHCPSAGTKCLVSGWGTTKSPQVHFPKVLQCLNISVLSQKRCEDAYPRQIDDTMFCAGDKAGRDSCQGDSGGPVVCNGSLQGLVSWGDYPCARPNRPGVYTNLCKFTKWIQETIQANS
Rad51 HR inh = blocks human Rad51 in homologous recombination; hRad51 DNA strand exchange, fluorescence dequenching; Q06609; inhibition, % at 10 µM; 200,000 tested, 0.085% active;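 active = inhibition above 40% at the single screening dose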;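 also: 0% = DMSO control wells and 100% = blanks with heterologous ssDNA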
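Material: hRad51 filaments on single-stranded DNA; Reagent: Donor/quencher-labelled 47-bp dsDNA substrate; Compound: 10 µM final, single point; Schedule: 37 °C 15-min filament assembly, 30-min compound preincubation, 15-min exchange; Technique: FRET fluorescence, excitation 485 nm, emission 520 nm; Benchmarks: control wells and blank wells on each plate.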
14-3-3 Bad inh = disrupts binding of bovine 14-3-3 zeta to phospho-Bad peptide; 220,000 tested, 0.71% active; TR-FRET 14-3-3zeta/Dy647-pBad peptide displacement, 1 h; inhibition, % at 21.7 µM; AID 781;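 active = inhibition above about 70%, limit read from the data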;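 also: 0% = full 14-3-3 plus peptide FRET controls and 100% = background without 14-3-3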
Target sequence (P63103 whole entry, looked up): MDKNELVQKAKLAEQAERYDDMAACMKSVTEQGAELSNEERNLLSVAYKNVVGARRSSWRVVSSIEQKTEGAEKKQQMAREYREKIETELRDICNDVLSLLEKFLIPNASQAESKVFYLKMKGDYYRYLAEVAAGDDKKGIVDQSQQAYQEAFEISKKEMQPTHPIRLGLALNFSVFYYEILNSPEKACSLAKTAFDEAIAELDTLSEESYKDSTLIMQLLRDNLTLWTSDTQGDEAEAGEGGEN
NCF1 inh = inhibitors of human p47phox binding | 220,000 tested, 0.53% active | P14598 | inhibition, % at 24.7 µM | p47phox/p22phox peptide binding, fluorescence polarization, 2 h;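 also: 0% = p47phox with labelled peptide and 100% = labelled peptide alone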
EBV gp42 block = EBV gp42 inhibition; Q1HVG2; Fluorescence polarization binding assay, mP read-out; inhibition, % (tested at 21.74 µM); 220,000 tested, 0.42% active; AID 1085; in the data active = inhibition above about 50%
eIF4E 4G PPI = blocks eIF4E binding to eIF4G. P63073+Q04637. TR-FRET eIF4E-eIF4GI(517-606) binding, 2 h. inhibition, % at 21.7 µM. 220,000 tested, 0.37% active. AID 782;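 also: 0% = full FRET control wells and 100% = background wells lacking eIF4GI fragment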
KCC2 mod = modulators of human KCC2 chloride dependent transport. Q9H2X9. KCC2 cells, thallium flux FluoZin-2 fluorescence. B-score of Tl+ flux slope (higher = more flux/activation; lower = inhibition) at 10 µM. 190,000 tested, 2.2% active. AID 1456;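 active = thallium flux slope and its plate-corrected score both differing from the plate sample mean at a set confidence after two filtering rounds, in either direction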;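 also: slope of fluorescence scaled to starting intensity during 10 to 20 s after thallium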
Furin inhibitor = blocks human furin protease activity. P09958. inhibition, % at 30 µM. purified furin, fluorogenic substrate cleavage. 220,000 tested, 0.061% active. AID 463115; in the data active = inhibition above about 25%; also: inactives centre near -15
Target sequence (P09958 108-714 limits assumed): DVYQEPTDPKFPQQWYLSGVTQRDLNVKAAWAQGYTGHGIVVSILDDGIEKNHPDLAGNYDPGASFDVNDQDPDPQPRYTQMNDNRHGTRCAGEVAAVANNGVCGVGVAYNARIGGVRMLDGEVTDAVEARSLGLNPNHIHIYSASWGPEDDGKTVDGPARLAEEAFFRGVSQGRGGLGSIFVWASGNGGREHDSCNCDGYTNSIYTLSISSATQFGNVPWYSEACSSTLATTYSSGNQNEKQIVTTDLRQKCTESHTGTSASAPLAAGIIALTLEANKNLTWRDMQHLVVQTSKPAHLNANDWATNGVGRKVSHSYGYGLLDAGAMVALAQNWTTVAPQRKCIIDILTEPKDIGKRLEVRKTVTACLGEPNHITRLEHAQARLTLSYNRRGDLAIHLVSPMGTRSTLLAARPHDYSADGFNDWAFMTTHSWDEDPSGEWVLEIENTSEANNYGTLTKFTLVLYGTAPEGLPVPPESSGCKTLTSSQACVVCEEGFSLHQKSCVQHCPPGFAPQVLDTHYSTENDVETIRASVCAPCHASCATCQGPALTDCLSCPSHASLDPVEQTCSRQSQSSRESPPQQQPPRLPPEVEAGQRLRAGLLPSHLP
The depositor's hits bear a star; · = not tested or not shown; [ ] = remark or other dose.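 The calls were made as follows, unless noted: active = inhibition above about 30% (limit read from the data); inactive = the rest.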

SMILES	Thrombin inh	KLK5 inh	Rad51 HR inh	14-3-3 Bad inh	NCF1 inh	EBV gp42 block	eIF4E 4G PPI	KCC2 mod	Furin inhibitor
CCn1c(SCC(=O)Nc2ccc(C)cc2)nnc1-c1ccccn1	-4.1	-1.0	-0.7	-5.9	0.9	-1.6	-4.0	-0.5	-14.7
CC(C)(C)c1ccc(CNC(=O)c2ccc3c(c2)NC(=O)CO3)cc1	-1.9	-1.1	·	-5.7	-10.4	-3.2	-4.0	0.639	-30.8
COc1ccc2[nH]c(=O)c(CNc3ccccc3)cc2c1	-2.9	-3.6	5.4	13.8	6.8	14.5	-1.4	1.4	-22.4[20 µM]
CC1(C)CC2(CCCN(C(=S)Nc3ccccc3)C2)CCO1 (stereo unspecified)	-6.3	-5.0	20.6	-3.0	-2.0	-0.5	-0.7	-0.171	-16.1
C=CCSc1nc(N(CC)CC)c2sccc2n1	0.5	-8.8	0.9	-1.1	-3.7	3.4	11.5	-1.41	-16.8
c1ccc(Nc2nc(N3CCOCC3)c3ccccc3n2)cc1	-5.8	-26.6	-2.5	34.0[fluorescence artefact?]	-6.0	-10.3	-3.0	-0.249	-16.2[20 µM]
COc1ccccc1N/C(N)=N/c1nc(CSc2nc3ccccc3s2)cc(=O)[nH]1	-7.0	-6.5	-2.6	22.0	3.9	-3.4	7.8	-0.161	-20.6
C/C(=N\NC(=O)COc1ccc(C(C)(C)C)cc1)c1ccc(-n2ccnc2)cc1	24.6	9.2	1.8	7.9[fluorescence artefact?]	2.3	-1.6	0.2[fluorescence artefact?]	-0.378	-20.9
COc1ccc(CC(=O)Nc2cc(S(=O)(=O)N3CCOCC3)ccc2N2CCOCC2)cc1	-5.6	-0.7	14.2	-10.6	7.3	1.7	-2.9	0.94	-15.5
CC(C)OP(=O)(OC(C)C)C1(O)C(=O)Nc2ccc(Br)cc21 (stereo unspecified)	-2.9	-1.2	-2.0	7.3	-3.8	-8.1	5.7	-1.19	-23.7

An excerpt of these results, with values under each structure:
Order of values: Thrombin inh, KLK5 inh, Rad51 HR inh, 14-3-3 Bad inh, NCF1 inh, EBV gp42 block, eIF4E 4G PPI, KCC2 mod, Furin inhibitor
c1ccc(Nc2nc(N3CCOCC3)c3ccccc3n2)cc1
 : -5.8, -26.6, -2.5, 34.0[fluorescence artefact?], -6.0, -10.3, -3.0, -0.249, -16.2[20 µM]
C=CCSc1nc(N(CC)CC)c2sccc2n1
 : 0.5, -8.8, 0.9, -1.1, -3.7, 3.4, 11.5, -1.41, -16.8
CC(C)(C)c1ccc(CNC(=O)c2ccc3c(c2)NC(=O)CO3)cc1
 : -1.9, -1.1, ·, -5.7, -10.4, -3.2, -4.0, 0.639, -30.8

The results go on.
SMILES	Thrombin inh	KLK5 inh	Rad51 HR inh	14-3-3 Bad inh	NCF1 inh	EBV gp42 block	eIF4E 4G PPI	KCC2 mod	Furin inhibitor
COc1ccc(CN(N=O)C2CC(=O)N(c3ccc(OC)cc3)C2=O)cc1 (stereo unspecified)	-3.9	-2.2	·	-9.3	-9.3	-2.5	-3.3	0.576	-6.7
CCOc1ccc(N(CC(=O)NCC2CCCO2)C(=O)CCC(=O)Nc2ccccn2)cc1 (stereo unspecified)	-0.6	-12.3	-3.5	9.1[fluorescence artefact?]	-1.6	-9.8	1.9	-0.0063	-22.4[20 µM]
C/C(N)=C(/C#N)C(=O)CSc1nnnn1-c1ccc(C)cc1	-3.5	8.4	2.4	1.7	-8.2	-9.5	1.3	0.313	-6.9
CC(C)(CNS(=O)(=O)c1ccc2c(c1)OCCO2)N1CCOCC1	9.7	-1.7	-2.0	-0.6	0.5	-13.4	-0.3	0.406	-22.6
O=C(c1cccc(S(=O)(=O)N2CCCC2)c1)N1CCN(c2ccccc2F)CC1	0.0	-6.4	-1.0	-1.9	-9.9	-18.9	1.5	0.00739	-16.0[20 µM]
CC1=C(C)CC(C(=O)Nc2ccc3c(c2)OCO3)C(C(=O)O)C1 (stereo unspecified)	-7.2	-3.6	17.2	-11.3	-10.6	12.3	-2.4	0.898	-14.6
CC(=O)Nc1ccc(C(=O)Nc2cc(C(F)(F)F)ccc2-n2cnc3ccccc32)cc1	-0.5	-2.9	23.4	-13.5	-0.3	-0.2	-2.9[fluorescence artefact?]	·	-11.9
COc1ccccc1NS(=O)(=O)c1cc(C(=O)NCCN2CCOCC2)ccc1Cl	-0.3	-0.9	-3.2	64.9	-3.6	2.0	-1.8[fluorescence artefact?]	1.47	-10.6
O=C(CSc1nc2ccccc2s1)NNC(=S)Nc1ccc(Br)cc1	3.4	-229.6	·	-0.2	-11.9	-13.7	-1.8	-1.31	-3.1[20 µM]
Brc1ccc2c(c1)OCCOCCOc1cc(Br)ccc1OCCOCCOCCO2	-4.2	-17.8	-3.6	-1.0	-34.3	-5.0	-4.7	·	-12.7[20 µM]
COc1ccc(/C=N/NC(=O)c2ccccc2O)cc1CN1CCOCC1	1.0	0.3	1.6	5.1	-3.5	-11.3	-1.3	1.52	-10.2
Cc1ccc(-c2csc(Cc3nc(-c4cc5ccccc5oc4=O)cs3)n2)cc1	3.6	-7.0	4.8	·	-5.6	-21.9	·	·	-17.4[20 µM]
COc1ccc(-c2[nH]ncc2CN(C)C(C)c2ccon2)c(OC)c1 (stereo unspecified)	1.8	23.8	0.1	0.0	-4.0	-8.8	3.6	0.432	-8.4
C/C(CCc1ccc2c(c1)OCO2)=N\NC(=O)c1ccc(C)cc1C	-12.0	5.3	-17.5	-9.5	-5.2	-20.4	0.2	-0.00651	-27.6
Cc1cc(S(=O)(=O)NC2CCCC2)ccc1F	1.7	-17.7	-2.3	-7.5	-6.5	-20.2	3.7	-0.431	-16.9[20 µM]
CN1C(=O)C(CC(=O)N2CCN(C(c3ccccc3)c3ccccc3)CC2)N(C)C1=O (stereo unspecified)	-12.5	-16.2	-11.8	2.6[fluorescence artefact?]	-7.9	1.7	12.1	-1.28	-3.6[20 µM]
COc1ccc(CNC(=S)Nc2ccccc2-c2ccccc2)cc1	-6.2	-4.9	-3.4	-10.6	0.1	-2.2	-0.3	1.06	-24.6
Cc1cc(S(=O)(=O)N(Cc2ccccn2)Cc2ccco2)ccc1-n1cnnn1	-5.6	-4.7	-7.2	-1.2	0.6	4.7	0.5	0.0254	-28.1
CCOC(=O)c1c(C)c(-c2ccccc2)n(CC(=O)N2CCN(C)CC2)c1C	-2.8	-17.2	0.1	2.9	-20.4	-10.0	-2.0	·	-22.9
Cc1ccccc1Cn1c(=O)n(-c2ccccc2)c(=O)c2ccc(C(=O)NCc3ccco3)cc21	1.5	-10.3	·	6.2	7.9	-3.2	6.6	-0.142	-7.9
COCC(=O)N(Cc1cc2cc(OC)ccc2[nH]c1=O)c1ccc(C)cc1	2.4	-22.0	7.6	·	·	·	·	0.409	-30.0
COC(=O)c1ccc(NC(=O)C2CC(=O)N(c3ccc(C)cc3)C2)cc1 (stereo unspecified)	-1.0	-14.3	2.2	-10.1	-11.5	-4.0	2.3	0.0925	-16.6[20 µM]
O=C(NNC1=C(C(=O)C(F)(F)F)CCC1)c1ccccc1Cl	2.6	-76.7	4.6	10.7[fluorescence artefact?]	-4.6	14.2	2.3	2.76	-0.4[20 µM]
COC(=O)Cc1c(O)ccn(Cc2cccc(C(F)(F)F)c2)c1=O	3.1	-8.1	36.6	-17.8	-10.6	2.4	0.5	-0.0491	-24.0
CCn1nc(C)c(/C=N/NC(=S)Nc2ccc(Cl)cc2Cl)c1C	-5.9	-12.3	·	9.5	9.9	1.0	-13.4[fluorescence artefact?]	4.47*	-9.6
CCOC(=O)c1c(C)[nH]c(C(=O)CSc2nnc(-c3cccs3)n2Cc2ccccc2)c1C	-3.1	-23.1	2.8	-8.6	-47.4	-18.2	-33.8	0.0714	-12.8[20 µM]
CC(C)C(=O)NC(=S)Nc1ccccc1F	-3.9	-0.4	-4.7	-20.0[fluorescence artefact?]	-13.8	-3.6	-1.6	·	-7.5[20 µM]
COC(=O)CN(c1cccc(F)c1)S(C)(=O)=O	3.0	0.4	-0.9	-1.0	-2.2	1.1	0.3	-0.641	-10.4[20 µM]
COc1ccc2[nH]c(=O)c(CN(C(=O)c3cccnc3)c3ccc(C)cc3)cc2c1	-1.6	-16.1	0.0	7.8	-3.8	-26.2	4.7	0.00733	-8.9[20 µM]
O=C(Cn1c(=O)c2c(ncn2C2CCCC2)n(Cc2ccccc2)c1=O)N1CCc2ccccc21	-4.4	-17.2	-5.0	-17.1[fluorescence artefact?]	-42.0	-22.1	-3.8	0.0212	-17.9
COc1c(C)cc(C(=O)C2CCCN(C(=O)c3cc4nc(C)cc(C)n4n3)C2)cc1C (stereo unspecified)	0.8	·	24.3	-12.9	0.8	-1.7	2.1	0.172	-29.1
O=c1cc(-c2ccc(C3CCCCC3)cc2)[nH][nH]1	-0.6	-11.2	12.4	-21.0	-7.4	10.6	1.8	-0.284	-29.3
CN(C)c1ccc(N=Nc2ccccc2C(=O)OCC(=O)N2CCCC2)cc1	-9.8	-1.6	2.0	-1.1	-27.1	-15.8	0.9	0.414	8.5
Cc1ccccc1Cn1c(=O)n(CCCC(=O)NCc2ccco2)c(=O)c2sccc21	0.1	1.0	1.9	1.5[fluorescence artefact?]	-9.9	5.4	2.8	0.0816	-3.1[20 µM]
Cc1ccc([N+](=O)[O-])cc1NC(=O)CN(C(=O)c1ccccc1Cl)C1CCCCC1	4.8	-6.3	·	-1.8[fluorescence artefact?]	-14.0	-23.9	1.0	-0.601	-17.1
COc1ccccc1-n1cnc2cc(NCc3ccccn3)ccc21	-2.9	-12.7	1.7	2.6	-11.7	-9.9	0.9	0.198	-15.1[20 µM]
CCSc1nnc(-c2ccc(Cl)cc2)c2ccccc12	-0.3	-15.2	-1.5	-2.8	-66.1	-6.4	-2.3	0.783	-26.1[20 µM]
COc1ccc(C2CC(c3ccc(C)cc3)Nc3ncnn32)cc1 (stereo unspecified)	-1.5	-3.4	-5.3	15.0[fluorescence artefact?]	-13.5	-12.6	-5.0[fluorescence artefact?]	-0.0479	-22.7
CC(=O)NC(c1ccc(F)cc1)c1cccnc1 (stereo unspecified)	10.4	48.5*	-3.0	-3.2[fluorescence artefact?]	7.2	-6.6	1.3	-0.28	-5.5[20 µM]
COc1ccc(Br)cc1CN(C)CC(=O)Nc1cc([N+](=O)[O-])ccc1OC	-7.5	-5.5	4.4	1.1[fluorescence artefact?]	-9.5	-4.9	-3.8	-0.174	-18.6
COCCn1c(C(C)C)nc2sc3ccccc3c(=O)c2c1=O	-2.6	-19.5	12.2	10.4	-2.3	5.8	16.8	-1.6	-10.6
CCCCOCC(O)Cn1c(C)nc2ccccc21 (stereo unspecified)	-5.3	-17.7	1.8	68.1	-2.6	0.1	6.2	0.444	-21.0
CCOc1ccc(-n2c(C)nc3cc(C(=O)NCc4ccco4)ccc32)cc1	4.5	-1.9	17.3	5.4[fluorescence artefact?]	-15.8	-6.6	0.4	·	-14.7
CC1=NN(c2ccccc2)C(=O)/C1=C/C=C/C=C/N(C)C	-3.2	5.6	-35.9	-21.7	-208.1	-190.5	-3.5	-1.59	17.0
O=c1c2cccc3c2c(nn1CN1CCOCC1)-c1ccccc1-3	-0.2	3.7	0.7	-6.7	-3.8	-6.8	14.6	1.15	-0.2
COC(=O)CCC(=O)N1CN2CN(C(=O)CCC(=O)OC)CC([N+](=O)[O-])(C2)C1	-9.1	0.1	·	4.3	-5.8	-13.3	1.7	0.596	-16.1
COc1ccc(N(C(=O)CNC(=O)c2cccs2)C(C(=O)NCC2CCCO2)c2ccccc2)cc1 (stereo unspecified)	1.9	-8.6	-5.5	16.7	-3.4	-9.7	-0.2	0.552	-12.1
CCCS(=O)(=O)c1cscc1NC(=O)c1c(-c2c(F)cccc2Cl)noc1C	-6.2	14.3	-21.6	-3.9	-4.3	-3.1	2.1	-1.38	-23.3
